Screening results from PubChem BioAssay.
PfHsp90 set2: reduces growth (ATP signal) of yeast expressing P. falciparum Hsp90 | S. cerevisiae expressing PfHsp90, BacTiter-Glo ATP, 48 h; yeast lacking PDR1 and PDR3 efflux regulators | inhibition, % at 9.4 µM | actives 0.32% (n = 310,000);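 active means every replicate shows inhibition above about 80%, whatever the replicate mean, limit read from the data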;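 further: 0% = DMSO neutral controls and 100% = 20 µM radicicol positive controls; yeast relying on Plasmodium falciparum Hsp90 in place of its own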
Mot1-301 SUMO: blocks SUMOylation pathway, rescuing yeast Mot1-301 growth; S. cerevisiae Mot1-301 growth rescue, ATP luminescence, 38.5C; percent above DMSO median, 100 means doubled; growth rescue, % at 18.8 µM; actives 1% (n = 320,000); AID 2716;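 active means every valid replicate shows activation above 250% relative to neutral control wells; inactive means the rest, any valid replicate at or below 250%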;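 further: OY570 slx delta 5 strain wells were the positive control but not used for scaling; some compounds called inactive have numbers as strong as hits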
DSG3 Ab inh: blocks pemphigus antibody binding to human desmoglein-3 | P32926 | DSG3-coupled beads, scFv-anti-DSG3-GFP binding, flow cytometry; stronger effect = lower value | binding (percent of control), % at 10 µM | actives 0.48% (n = 310,000) | AID 588358;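 active means binding more than 3 SD below its plate's average and above zero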;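 further: hits lower antibody fragment binding to DSG3; some compounds called inactive have numbers as strong as hits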
PKA-R1A activ: activators of PKA-R1A complex; AID 504707; actives 0.083% (n = 340,000); activation, % at 11.4 µM; PKA-R1A dissociation, Cy5-IP20 fluorescence polarization; scaled: DMSO 0%, 113 µM cGMP 100%;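 active means percent activation above the mean of all tested compounds plus 3 SD, cut at about 19% in these data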;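 further: higher means more PKAc released from R1A so a rise in polarization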
AddAB inh: less growth of phage-infected E. coli with AddAB; AID 435030; actives 0.29% (n = 330,000); inhibition, % at 11.9 µM; E. coli expressing H. pylori AddAB, absorbance growth; in the data active means inhibition above about 12%;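 further: 0% = vehicle wells of infected cells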
OPRM1-OPRD1 inv: inverse agonists of human mu-delta opioid receptor heterodimerization; cell-based MOR-DOR heterodimer luminescence, inverse agonism; inhibition, % at 9.3 µM; actives 0.21% (n = 340,000); in the data active means inhibition above about 22%, passing the limit was not always enough;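 further: 0% = cells with DMSO and 100% = wells without cells with DMSO; values of inactives mirror those of a sister screen read the other way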
Target sequence (P35372 whole entry, looked up): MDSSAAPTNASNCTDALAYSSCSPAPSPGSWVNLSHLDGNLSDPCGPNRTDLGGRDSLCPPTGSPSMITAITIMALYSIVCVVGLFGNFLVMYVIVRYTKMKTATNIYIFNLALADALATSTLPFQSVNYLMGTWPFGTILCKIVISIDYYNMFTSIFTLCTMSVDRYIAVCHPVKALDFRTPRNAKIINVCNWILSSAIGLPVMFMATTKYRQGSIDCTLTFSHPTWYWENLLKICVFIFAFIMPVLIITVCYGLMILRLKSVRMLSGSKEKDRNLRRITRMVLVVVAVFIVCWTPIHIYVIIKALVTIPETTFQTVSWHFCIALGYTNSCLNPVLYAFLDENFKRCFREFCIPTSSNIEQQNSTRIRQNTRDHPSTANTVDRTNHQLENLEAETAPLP
Target sequence (P41143 whole entry, looked up): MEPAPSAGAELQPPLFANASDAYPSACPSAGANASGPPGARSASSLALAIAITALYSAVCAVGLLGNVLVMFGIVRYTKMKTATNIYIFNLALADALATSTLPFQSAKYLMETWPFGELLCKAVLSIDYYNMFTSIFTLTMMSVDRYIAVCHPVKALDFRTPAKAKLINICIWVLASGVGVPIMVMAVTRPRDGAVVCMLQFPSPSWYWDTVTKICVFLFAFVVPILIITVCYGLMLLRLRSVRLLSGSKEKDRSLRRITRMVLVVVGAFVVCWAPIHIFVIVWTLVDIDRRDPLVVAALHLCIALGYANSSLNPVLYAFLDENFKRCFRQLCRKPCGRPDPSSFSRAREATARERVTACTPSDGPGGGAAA
HTR5A inv ag: counter-screen for OPRM1-OPRD1 inverse agonists: human HTR5A inverse agonism. HTR5A cell line, luminescence. P47898. AID 504634. actives 0.083% (n = 340,000). inhibition, % at 9.3 µM; in the data active means inhibition mostly above about 23%, no sharp cut-off; inactive means mostly below about 18%;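 further: 0% = cells with DMSO and 100% = no-cell wells with DMSO; some compounds called inactive have numbers as strong as hits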
Ecoli viability: counter-screen for AddAB inhibitors: E. coli growth inhibition | E. coli V3065 growth, OD600 absorbance, 18 h | inhibition, % at 11.9 µM | actives 0.27% (n = 330,000);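 active means inhibition above the campaign's mean inhibition across all tested compounds plus 3 SD, cut at about 9.9% in these data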;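 further: uninfected addAB+ strain grown without phage in ampicillin broth; 0% = DMSO wells and 100% = ciprofloxacin 0.95 µg/ml wells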
HTR5A ag ctr: HTR5A agonism, opioid heterodimer counter-screen. P47898. HTR5A agonist assay, luminescence, cell-based. activation, % at 9.3 µM. actives 0.61% (n = 340,000). AID 504692; in the data active means activation mostly above about 9.5%, no sharp cut-off; inactive means mostly below about 7.6%;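 further: 0% = cells with vehicle only and 100% = reference agonist; strong numbers were not always called active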
phage Ecoli inh: E. coli growth loss with phage present | growth absorbance | inhibition, % at 11.9 µM | actives 0.26% (n = 360,000); in the data active means inhibition above about 11%
MOR-DOR ag: agonists of human mu-delta opioid receptor heterodimerization. P35372+P41143. cells, OPRM1-OPRD1 heterodimerization, luminescence. activation, % at 9.3 µM. actives 0.3% (n = 340,000). AID 504326; in the data active means activation above about 18%;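 further: 0% = vehicle-treated cells and 100% = reference agonist; values of inactives mirror those of a sister screen read the other way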
* = called active by the depositor; · = no result given.

compound	AddAB inh	OPRM1-OPRD1 inv	Mot1-301 SUMO	HTR5A ag ctr	PfHsp90 set2	Ecoli viability	HTR5A inv ag	DSG3 Ab inh	PKA-R1A activ	phage Ecoli inh	MOR-DOR ag
Cc1ccccc1OCC(=O)N/N=C/c1ccc(N2CCOCC2)o1	·	-3	-14	2	-14	·	8	105	-12	2.2	0.6
Cc1cc(C)cc(N(CC(=O)NCCSCc2ccco2)S(C)(=O)=O)c1	-0.5	12	10	-15	-9	-0.6	-8	103	-8	0.5	-2.5
COc1ccc(OC)c(S(=O)(=O)N2CCCC(C(=O)N3CCCC3)C2)c1 (stereo unspecified)	1.8	11	1	2	15	0.0	-5	103	-11	3.7	-1.6
C=CC[C@@H](CC(=O)NCCO)C(=O)NC[C@H](OC(=O)[C@@H](CC=C)CC(=O)OC(C)(C)C)c1ccccc1	-0.2	7	14	-4	1	-2.5	21	97	1	1.6	-1.2
Cc1cc(NS(=O)(=O)c2cn(C)nc2C)no1	2.8	9	-1	5	-13	1.7	-15	·	-8	0.6	-1.8
Clc1ccc(-c2c[n+]3c(n2-c2ccccc2)SCC3)cc1	0.4	7	-2	-1	7	3.6	3	105	6	1.9	-1.5
CCOc1ccccc1-c1nc(-c2cccc(Br)c2)no1	1.9	-3	-21	0	7	-1.7	-2	95	0	·	0.6
CCC(=O)Nc1ccc2c(c1)ncn2-c1ccccc1OC	1.6	13	-5	2	11	-3.7	6	·	4	1.7	-2.9
CC(=O)N1CCN(c2ccc(Oc3nnnn3-c3ccccc3)cc2)CC1	0.5	15	-8	5	19	2.7	6	·	-5	0.8	-2.9
S=c1[nH]nc(SCc2ccccc2)c2[nH]cnc12	·	11	·	0	3	·	2	117	-11	2.4	-2.1
O=C(Nc1ccc2c(c1)CCC2)c1ccccc1	-0.5	1	-11	0	6	1.4	-1	98	-8	3.7	-0.2
CCC1(c2ccccc2)NC(=O)N(CC(=O)Nc2cc(S(=O)(=O)N3CCCCCC3)ccc2OC)C1=O (stereo unspecified)	3.3	9	-8	6	·	0.1	-18	101	-2	1.2	-1.5
CC(C)(C)[C@H]1COC(=O)CCC/C=C/C[C@H](CC(=O)N(CCO)Cc2ccccc2)C(=O)N1	2.9	9	17	0	-4	-2.5	-17	99	0	1.3	-1.5
CC(OC(=O)c1ccco1)C(=O)Nc1ccc(C(F)(F)F)cc1 (stereo unspecified)	2.5	5	-16	20*	12	-1.9	-49	83	9	0.1	-1.1
O=C(NNS(=O)(=O)c1ccc([N+](=O)[O-])cc1)c1ccc([N+](=O)[O-])cc1	-1.4	-5	6	0	4	0.7	-1	99	4	-2.8	1.0
CC(C)(c1ccccc1)c1ccc(OCCN)cc1	1.5	-12	-22	-2	·	-0.2	6	114	2	3.1	2.5
O=C(NCc1ccc(F)cc1Cl)C1CCN(S(=O)(=O)N2CCC3(CC2)OCCO3)CC1	-0.4	8	-1	7	9	-0.9	-17	98	0	-0.4	-1.4
CCCc1nnn(S(=O)(=O)c2ccc([N+](=O)[O-])cc2)c1CCC	·	-25	·	1	24	·	-3	106	4	-0.2	5.7
Cc1nc2cc(-c3ccc(Cl)cc3)nn2c(NCCN(C)C)c1C	-5.0	-5	4	-4	23	-1.9	12	101	12	1.8	1.0
COCCn1c(SCC(=O)NNC(=O)c2ccccc2)nc2ccccc21	-1.8	-82	-15	0	·	0.2	0	99	1	1.6	16
CCOC(=O)c1sc(NC(=O)CC2OC(=O)c3ccccc32)nc1C (stereo unspecified)	·	-6	·	2	·	·	6	109	-4	0.7	1.0
COc1cc(-c2noc(C)c2C#Cc2ccccn2)cc(OC)c1OC	4.3	18	6	1	-2	-0.5	-3	106	-10	1.3	-3.1
CC(=O)N1CCN(c2ccccc2NC(=O)COc2ccccc2C)CC1	0.6	20	5	0	8	0.1	-12	106	4	5.0	-4.0
O=C(NCCCNC(=O)c1cc(Cl)ccc1Cl)c1ccco1	0.8	-15	73	6	0	-3.2	-20	102	-4	0.1	2.1
O=C(Nc1ccc(-c2nnc(-c3ccccc3)o2)cc1)C(F)(F)F	3.2	7	2	-1	-8	1.9	-4	120	-13	1.6	-1.2
COc1ccc(C(=O)COC(=O)CCc2nc3ccccc3[nH]c2=O)cc1Br	3.3	2	307	2	-7	1.1	-6	97	6	4.4	-0.4
CCCN1C(=O)CSC1=Nc1ccccc1	-1.1	8	5	0	6	-0.6	-4	88	1	3.2	-1.3
CC(C)OC(=O)NCCOC(=O)Nc1ccccc1Cl	2.5	-7	5	5	8	-0.2	-46	102	-5	2.3	1.4
CCOc1ccc(NC(=O)c2sc(NC(C)=O)c(C(=O)OC)c2C)cc1	0.3	-5	-4	2	8	0.8	-21	100	6	-0.2	0.9
Cc1ccc(C)c(NC(=O)CN(C)C(=O)Cc2ccccc2)c1	2.9	6	7	-2	-11	0.1	3	89	-6	4.2	-0.9
CN(C(=O)c1cccc(NC(=O)Cc2cccc(NC(=O)C3CCCN(C(=O)C4CCCCC4)C3)c2)c1)C1CC1 (stereo unspecified)	·	-3	·	0	-21	·	-2	106	-3	0.6	0.7
C=CCn1c(-c2ccc(Cl)cc2)cnc1SC(C)C(N)=O (stereo unspecified)	-0.5	7	49	1	-16	-1.4	-9	98	6	3.5	-1.4
O=C(CSc1nc2ccccc2o1)N1CCN(C(=O)c2ccco2)CC1	0.5	9	310	-3	0	-1.7	-17	100	-8	-1.2	-1.7
Cn1c(C(=O)NCC2CCCO2)cc2oc3ccccc3c21 (stereo unspecified)	3.0	-1	-5	-1	8	5.2	3	99	-7	5.2	0.3
CCOc1ccc2nc(N(CCN(C)C)C(=O)c3ccc4c(c3)CCCC4)sc2c1	1.5	2	-7	1	15	1.1	10	103	-5	·	-0.3
CCN1C(=O)CSC1=Nc1cccc(C(=O)O)c1	0.2	4	10	2	36	-1.6	-5	110	-8	1.5	-0.7
COc1ccc(-n2c(SCC(=O)c3c(N)n(C)c(=O)n(C)c3=O)nc3ccccc32)cc1	1.4	12	9	-1	18	-2.5	-13	110	-15	0.1	-2.8
O=c1c2ccccc2[nH]c(=S)n1CCCN1CCN(c2ccccc2)CC1	-0.5	-6	47	-1	-1	-0.3	3	101	-1	4.4	1.2
CN(C)S(=O)(=O)c1cccc(C(=O)N2CCN(C(=O)C3CCCO3)CC2)c1 (stereo unspecified)	2.5	6	2	4	-10	0.8	-9	·	-8	1.5	-1.4
CC(C)OC(=O)CSc1nnc2c3ccccc3n(C)c2n1	-1.0	18	-12	-1	-12	-0.4	-10	95	-5	5.7	-3.8
CCCc1ccc(-c2ccc(C(=O)O)cc2)nc1	1.3	10	-8	-5	4	1.4	-28	107	-1	-0.6	-1.8
CN1C(=O)NC(c2ccc(O)cc2)C2=C1CN(c1ccc(O)cc1)C2=O (stereo unspecified)	4.1	6	2	1	19	0.8	-3	100	-7	3.0	-1.3
Cc1onc(-c2ccccc2)c1C(=O)Nc1nc2c(s1)CCCC2	0.2	-5	46	-3	·	0.3	7	·	-3	1.2	0.8
COc1ccc(CN2CSC(=S)N(Cc3ccc(OC)cc3)C2)cc1	5.5	13	328*	1	-18	3.5	11	110	-6	-0.7	-2.5
O=C(CCSCCc1ccccn1)Nc1ccc(Cl)cn1	2.6	13	48	-1	·	0.2	0	98	10	2.3	-2.4
O=C(OCCN=C1NS(=O)(=O)c2ccccc21)C1CC(=O)N(c2ccc3ccccc3c2)C1 (stereo unspecified)	-1.0	-3	-13	-4	·	2.1	10	116	7	2.2	0.7
Cn1cc(Br)c(C(=O)NNC(=O)c2ccc(Cl)cc2)n1	5.8	8	3	6	-1	0.1	2	125	5	1.4	-1.4
CN1C(=O)c2ccc(NC(=O)CSc3ccccc3)cc2C1=O	2.7	10	5	6	-3	0.3	-21	126	3	3.8	-2.1
O=[N+]([O-])c1cccc(-c2csc(Nc3ccccc3)n2)c1	4.0	-29	22	9	-11	2.1	-29	100	-4	3.6	5.3
Cc1csc(NC(=O)CSc2nnc3ncccn23)n1	1.0	3	-22	2	0	0.5	10	105	-4	3.3	-0.5
COCCNC(=O)C(c1ccc(C)cc1)N(CCOC)C(=O)CCC(=O)Nc1ccccn1 (stereo unspecified)	2.7	9	-7	-3	-8	-0.9	1	102	-5	0.0	-1.4
CC(C)C(C)(C#N)NC(=O)CSc1nnc(C(F)(F)F)n1C (stereo unspecified)	1.9	-5	1	-1	·	-0.9	3	108	-3	2.2	1.0
Cn1cnnc1SCc1ccc(C(=O)N/N=C/c2cccs2)cc1	2.2	15	3	3	20	0.5	-4	102	-10	3.4	-3.0
COC(=O)c1ccc(C2C(Oc3ccccc3)C(=O)N2CCc2ccc(OC)c(OC)c2)cc1 (stereo unspecified)	2.1	-41	-11	3	-11	-0.7	-13	83*	4	1.6	7.4
Cc1ccc(C)c2[nH]c(=O)c(CN(Cc3ccco3)C(=O)Nc3ccccc3)cc12	-0.6	9	100	4	23	-1.0	-11	97	-19	·	-1.6
CC1CN(C(=O)CCC(=O)NCCCN2C(C)CCCC2C)c2ccccc2O1 (stereo unspecified)	1.7	3	0	4	-19	-0.3	-19	99	-5	-1.4	-0.5
O=C(NCCC1=CCCCC1)C1COc2ccccc2O1 (stereo unspecified)	4.7	-1	226	-2	-19	1.0	-5	98	-5	1.7	0.1
CCc1ccc(NC(=O)Nn2cnnc2)cc1	2.0	11	3	3	-4	3.3	-7	103	-1	0.5	-2.1
O=C(/C=C/Nc1ccc(Cc2ccc(N/C=C/C(=O)C(F)(F)F)cc2)cc1)C(F)(F)F	1.9	-7	137	5	16	-0.3	-4	99	-12	-0.1	1.6
CCOC(=O)N1CCN(C(=O)CN(c2cc(C(F)(F)F)ccc2Cl)S(C)(=O)=O)CC1	2.5	5	1	8	-2	2.2	-11	99	11	1.7	-0.9

Next results follow.
compound	AddAB inh	OPRM1-OPRD1 inv	Mot1-301 SUMO	HTR5A ag ctr	PfHsp90 set2	Ecoli viability	HTR5A inv ag	DSG3 Ab inh	PKA-R1A activ	phage Ecoli inh	MOR-DOR ag
C=CCN1C(=O)C(CC(=O)O)SC1=Nc1ccc(C(=O)O)cc1 (stereo unspecified)	1.0	8	-11	3	31	-0.1	-8	100	-10	-0.8	-1.6
CSc1c(-c2ccccn2)c(N)nn1C(=O)C1CC1	2.2	-26	-12	10	14	-0.2	-18	108	-5	1.9	4.9
O=C1Nc2ccccc2C(=O)N2[C@H](c3cccc(Br)c3)[C@@H]3C(=O)N(Cc4ccccc4)C(=O)[C@@H]3[C@H]12	2.3	7	5	3	7	-0.3	7	100	2	2.2	-1.2
O=c1[nH]c2ccccc2c(O)c1-c1ccccc1	0.5	1	-10	7	-1	-3.5	18	103	-11	1.3	-0.2
